BioA inh: M. tuberculosis BioA enzyme inhibitors, primary screen, biochemical, plate reader, single point, HTS; purified M. tuberculosis BioA enzyme; 7,8-diaminopelargonic acid synthase BioA (Mycobacterium tuberculosis); inhibition, % at 9.99 µM; hit rate 0.096% among 360,000; AID 602481, 2012; in the data active = inhibition above about 40%; inconclusive = no clear call, values can overlap the other calls
BoNT-F LC inh: BoNT/F light chain protease inhibitors, primary screen, biochemical, flow cytometry, MLPCN library. Botulinum neurotoxin type F light chain protease (Clostridium botulinum). Multiplex microsphere protease cleavage assay. inhibition, % at 10 µM. hit rate 0.22% among 360,000. AID 588497, 2011; in the data active = inhibition above about 35%, passing the limit was not always enough; inconclusive = no clear call, values can overlap the other calls; also: plate controls were buffer without enzyme for full effect and enzyme alone for no effect
UGM FP inh: M. tuberculosis UGM enzyme inhibitors, primary screen, biochemical, fluorescence polarization, single point | hit rate 0.06% among 320,000 | UDP-galactopyranose mutase (Mycobacterium tuberculosis (strain ATCC 25618 / H37Rv)), … | inhibition, % at 10 µM | purified UGM, fluorescence polarization probe displacement; in the data active = inhibition above about 10%, passing the limit was not always enough; inconclusive = no clear call, values can overlap the other calls
Target sequence (P9WIQ1 whole entry, looked up): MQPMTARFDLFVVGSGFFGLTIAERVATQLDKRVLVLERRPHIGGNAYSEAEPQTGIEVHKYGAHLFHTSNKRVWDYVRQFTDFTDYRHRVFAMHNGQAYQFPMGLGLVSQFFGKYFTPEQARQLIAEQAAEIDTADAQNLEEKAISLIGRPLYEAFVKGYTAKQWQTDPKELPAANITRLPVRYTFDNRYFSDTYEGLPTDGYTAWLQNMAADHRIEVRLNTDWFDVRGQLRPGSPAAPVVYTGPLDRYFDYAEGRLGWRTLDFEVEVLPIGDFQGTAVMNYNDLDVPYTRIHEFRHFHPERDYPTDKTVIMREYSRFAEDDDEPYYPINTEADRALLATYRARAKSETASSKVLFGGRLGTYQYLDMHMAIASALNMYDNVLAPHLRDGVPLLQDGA
FadD28 binding: inhibitors of FadD28 bisubstrate probe binding, primary screen, biochemical, fluorescence polarization, single point | inhibition, % at 12.5 µM | AID 588549, 2011 | hit rate 0.22% among 360,000; in the data active = inhibition above about 8.5%, passing the limit was not always enough; inconclusive = no clear call, values can overlap the other calls
GDH-TPI counter: GDH-TPI coupling enzyme inhibitors, primary screen, artefact control for M. tuberculosis FBA inhibitor project, biochemical, absorbance, full deck | inhibition, % at 4.8 µM | GDH-TPI coupled enzyme counterscreen, NADH absorbance | AID 588335, 2011 | hit rate 1.2% among 360,000;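 also: 0% = DMSO wells and 100% = wells lacking the enzyme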
CCHFV vOTU inh: CCHFV vOTU protease inhibitors, primary screen, biochemical, Pep-AMC substrate, fluorescence; hit rate 0.55% among 370,000; inhibition, % at 11.5 µM; Crimean-Congo hemorrhagic fever virus L polyprotein viral ovarian tumor (vOTU) protease …; also: 0% = vehicle wells with enzyme and 100% = no enzyme wells
PrPC surface inh: inhibitors of human cell surface prion protein PrPC, primary screen, cell-based, TR-FRET. TR-FRET read-out. inhibition, % at 13.8 µM. hit rate 0.43% among 370,000. Major prion protein (Homo sapiens), P04156; in the data active = inhibition above about 24%; also: 0% = median of the test wells and 100% = reference compound wells
BoNT A protease: BoNT/A light chain protease inhibitors, primary screen, biochemical, flow cytometry, MLPCN library; multiplex microsphere protease substrate cleavage; hit rate 0.17% among 360,000; inhibition, % at 10 µM; AID 588499, 2011; in the data active = inhibition above about 30%; inconclusive = no clear call, values can overlap the other calls; also: plate controls were buffer without enzyme for full effect and enzyme alone for no effect
Mtb FBA inh: Mtb FBA enzyme inhibitors, primary screen, biochemical, fluorescence, strain H37Rv; Fructose-bisphosphate aldolase (Mycobacterium tuberculosis (strain ATCC 25618 / H37Rv)), …; purified M. tuberculosis FBA, fluorescence read-out; inhibition, % at 1 µM; hit rate 2.3% among 360,000; AID 588726, 2011; in the data active = inhibition above about 27%;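 also: 0% = vehicle and 100% = reference inhibitor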
Target sequence (P9WQA3 whole entry, looked up): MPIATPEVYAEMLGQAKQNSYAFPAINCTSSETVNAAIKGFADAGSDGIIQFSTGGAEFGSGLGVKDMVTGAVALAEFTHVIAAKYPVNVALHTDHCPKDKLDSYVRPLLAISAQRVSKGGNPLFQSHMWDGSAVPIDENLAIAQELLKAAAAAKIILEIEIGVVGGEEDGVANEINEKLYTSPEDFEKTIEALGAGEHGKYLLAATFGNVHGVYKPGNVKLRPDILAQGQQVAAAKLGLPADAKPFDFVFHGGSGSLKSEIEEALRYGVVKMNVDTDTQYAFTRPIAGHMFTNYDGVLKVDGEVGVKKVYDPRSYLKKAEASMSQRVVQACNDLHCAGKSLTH
The depositor's hits bear a star; ? = inconclusive; · = not tested or not shown. Rule as the data show it, unless noted: active = inhibition above about 30%; inactive = the rest. Compounds as they come, and some 4.8% of all compounds hit somewhere here.

SMILES | BioA inh | BoNT-F LC inh | UGM FP inh | FadD28 binding | GDH-TPI counter | CCHFV vOTU inh | PrPC surface inh | BoNT A protease | Mtb FBA inh
CSc1nc(-c2ccc(N(C)C)cc2)c(C#N)c(=O)n1C | -4.3 | -6 | 5.8 | -1.2 | 7 | 5 | -10 | 0.9 | 2
CCc1nc(N2CCCCC2C(=O)O)c2oc3ccccc3c2n1 (configuration not stated) | · | 4 | 2.3 | -1.8 | 19 | -4 | 9 | -1.2 | -2
COc1ccc(C(=O)N/N=C/c2ccc(OC(=O)c3cccs3)cc2)cc1 | · | -2 | -0.9 | -2.6 | 1 | -10 | 8 | -0.5 | 0
CC(=O)c1ccc(NC(=O)c2sc3nc4n(c(=O)c3c2C)CCCCC4)cc1 | 1.2 | 3 | -1.5 | -5.6 | 7 | -3 | 7 | 0.8 | -2
CCn1c(C)nc2cc(S(=O)(=O)N3CCCC3)ccc21 | -0.2 | 8 | 1.0 | -1.9 | 0 | 1 | 2 | 0.8 | 2
Cc1cccc(CC(=O)NC2CCCCCC2)c1 | -0.3 | ? | -1.6 | 0.6 | -7 | -9 | 1 | -2.0 | 1
CCC1CCC/C1=N\NC(=O)c1cc(C)[nH]n1 (configuration not stated) | 0.1 | 2 | -0.8 | -2.8 | 9 | 3 | -1 | 0.1 | -4
CCc1nc(SCC(=O)NCCc2ccccc2)c2c(=O)n(C)c(=O)n(C)c2n1 | -1.3 | 0 | 1.8 | -0.2 | 8 | 9 | 3 | -0.8 | 1
CCOc1ccc(NC(=O)COc2ccccc2C(=O)NCc2ccccc2)cc1 | 0.6 | 4 | 2.8 | -0.2 | 0 | 11 | 8 | -0.1 | 5
CC1=NN(C(=O)c2ccccc2)C(O)(c2ccc(Br)cc2)C1 (configuration not stated) | · | ? | -0.8 | -3.1 | -2 | -4 | 3 | ? | 0
Cn1ncc(N=Cc2c(O)ccc3ccccc23)c1C(=O)N1CCOCC1 | -0.2 | -2 | 0.2 | -0.1 | 7 | 8 | -3 | 2.6 | 6
Cc1ccc(-c2c3c(=O)n(C)c(=O)n(C)c3cn2CCCN2CCOCC2)cc1 | -0.6 | 3 | -0.1 | 0.5 | 1 | 21 | 0 | -0.5 | 0
N/C(=N\OC(=O)c1cccc2ccccc12)c1ccc(Br)cc1 | · | -6 | 0.6 | -1.0 | 6 | 6 | 8 | 0.7 | 1
COc1ccc(/C=C/C(=O)c2c(O)cc(OC)cc2OC)cc1 | -0.6 | -3 | · | -4.1 | 12 | 2 | -2 | -0.9 | -1
Cc1nc2cc3nc(C(F)(F)F)[nH]c3cc2[nH]1 | · | -5 | -0.7 | -3.1 | -4 | 1 | 5 | -0.1 | 8
O=C(Nc1ccc(Br)cc1)c1cc(-c2cccs2)on1 | -0.6 | 15 | -1.9 | -0.8 | 8 | 17 | 5 | 0.2 | 1
c1ccc(Cn2nnnc2CN2CCCC2)cc1 | 0.2 | -1 | -1.1 | -3.8 | 5 | 4 | -2 | 0.0 | -2
CN(C(=O)c1cccc(NC(=O)Cc2ccc(NC(=O)C3CCCN(C(=O)C4CC4)C3)cc2)c1)C1CC1 (configuration not stated) | 0.4 | -7 | · | 2.1 | 3 | -7 | 0 | -0.7 | 1
Cc1cc(Br)ccc1NC(=O)CNC(=O)c1ccc(-n2cncn2)c([N+](=O)[O-])c1 | 7.7 | -5 | -1.1 | -2.4 | 1 | 6 | -29 | 1.5 | -1
CC(C)(C)S(=O)(=O)Cc1nc(-c2ccc(Cl)c(Cl)c2)cs1 | · | 4 | 4.4 | -1.7 | 14 | -11 | -5 | 0.2 | 10
Cc1cccc(OCC(=O)Nc2ccc(NC(=O)c3ccccc3)cc2)c1 | -3.2 | 12 | 0.2 | 1.1 | 1 | -8 | 4 | 2.1 | 9
CCCS(=O)(=O)NC(=O)C1(C)CCCN(C(=O)c2cc(C)on2)C1 (configuration not stated) | -1.4 | 0 | · | -0.6 | 9 | -5 | 1 | -0.4 | -2
COc1cc(CC(=O)OCC(=O)c2ccc(F)cc2)cc(OC)c1OC | -0.4 | -7 | -2.2 | -3.4 | 0 | -2 | 2 | 0.2 | -6
O=C1c2cccnc2C(=O)N1Cc1cccs1 | 1.1 | -1 | -0.8 | -4.4 | -9 | 3 | -7 | -0.4 | 0
COc1cccc(NC(=O)CCCn2c(=S)[nH]c3ccccc3c2=O)c1 | 0.0 | -5 | -1.0 | -3.4 | 2 | -6 | 2 | -0.8 | -2
SMILES | BioA inh | BoNT-F LC inh | UGM FP inh | FadD28 binding | GDH-TPI counter | CCHFV vOTU inh | PrPC surface inh | BoNT A protease | Mtb FBA inh
COc1ccc(-c2nc(-c3ccccc3)no2)c(OC)c1 | -0.9 | -8 | 0.2 | -1.9 | -4 | -11 | 4 | 0.1 | 3
O=[N+]([O-])c1ccc(N2CCOCC2)cc1 | 0.2 | 0 | · | -3.8 | 9 | 3 | -15 | 0.3 | -10
COc1ccccc1N(CC(=O)Nc1ccc2c(c1)OCCO2)S(C)(=O)=O | 0.4 | 7 | -0.1 | -2.8 | 1 | 13 | -8 | 0.6 | 2
CN(C)S(=O)(=O)c1ccc(NC(=O)Cn2ccsc2=N)cc1 | -0.4 | -3 | 2.0 | -0.6 | 0 | -8 | -9 | 1.2 | -3
O=C(/C=C/c1ccc(OCCCF)cc1)NCc1cccc(Cl)c1 | -1.1 | -19 | 4.2 | -2.6 | -3 | 8 | -1 | -0.5 | -1
CN(C)C(CN=C1NS(=O)(=O)c2ccccc21)c1ccco1 (configuration not stated) | · | -28 | 1.0 | -4.4 | 10 | -9 | -4 | 0.1 | 0
COc1ccccc1CN(C)C(=O)c1cccc(S(=O)(=O)N2CCN(Cc3ccccc3)CC2)c1 | 0.2 | · | -0.4 | 0.3 | 3 | -1 | -3 | · | -1
CCC(c1nnnn1C(C)(C)CC)N(CCCO)Cc1cc2cc(C)cc(C)c2[nH]c1=O (configuration not stated) | -0.1 | 14 | · | -1.4 | 26 | 0 | 8 | 1.5 | 7
CS(=O)(=O)Nc1nnc(SCC(=O)N(c2ccccc2)c2ccccc2)s1 | 1.6 | 0 | 0.9 | -1.6 | 12 | -4 | 3 | -0.5 | -2
NC(=O)CSc1nnc(NC(=O)C2CC(=O)N(c3ccc(F)cc3)C2)s1 (configuration not stated) | -0.5 | -3 | 4.9 | 0.5 | 10 | 2 | 0 | -0.7 | 2
CN(c1ccccc1)S(=O)(=O)c1ccc2[nH]c(=O)[nH]c2c1 | -1.9 | -7 | 0.9 | -2.1 | 0 | -5 | -5 | 1.6 | 2
C=CC[C@@H](CC(=O)N[C@@H](CO)Cc1ccccc1)C(=O)NCCOC(=O)[C@@H](CC=C)CC(=O)OC(C)(C)C | -0.5 | -1 | 3.0 | 1.5 | 2 | 24 | 0 | 0.1 | 3
CCN(c1cccc(C)c1)S(=O)(=O)c1ccc2c3c(cccc13)C(=O)N2 | 0.9 | 2 | 1.7 | -11 | 20 | 16 | -18 | 0.6 | -11
CNC(=O)c1ccc(CN(C)C(=O)c2cccc(S(=O)(=O)N3CCc4ccccc4C3)c2)cc1 | 3.5 | -6 | · | -2.4 | 2 | 9 | 1 | 0.0 | -3
O=C(/C=C/c1cccc(F)c1)NCc1ccc2c(c1)OCO2 | 1.8 | -6 | 0.7 | -0.8 | -1 | 11 | -1 | 0.9 | 0
COc1ccc(CC(=O)NCC(=O)N=Nc2c(O)[nH]c3ccccc23)cc1 | -1.0 | -13 | -1.9 | -1.4 | 10 | 11 | -8 | -0.7 | -3
O=C1NCN(c2ccccc2)C12CCN(C(CCc1ccccc1)c1nnnn1C1CCCC1)CC2 (configuration not stated) | -2.8 | 2 | · | -1.0 | · | 25 | 0 | 0.5 | 1
Cc1ccc(-c2nc3ccccc3o2)cc1NC(=S)NC(=O)c1cc2ccccc2o1 | · | -1 | -0.3 | -4.4 | -2 | -1 | -7 | 0.7 | -3
CN(C)C(=O)c1cccc(-c2ccc3nncn3c2)c1 | 0.8 | 4 | · | -0.3 | 14 | -2 | -5 | -0.3 | -2
Cc1ccc(NC(=O)C2CCC(C(C)(C)C)CC2)cc1S(=O)(=O)N1CCOCC1 (configuration not stated) | · | -1 | -1.5 | -5.9 | -13 | 2 | 10 | 0.0 | -5
COc1cccc(NC(=O)C2CC(=O)N(Cc3ccco3)C2)c1 (configuration not stated) | -4.0 | -6 | 0.2 | 0.5 | -11 | -6 | 9 | -0.6 | 1
CN(c1ccccc1)S(=O)(=O)c1nnc(NC(=O)c2ccco2)s1 | -1.8 | 5 | 0.6 | -3.3 | 27 | 17 | 2 | 0.9 | 1
CC1(C)Cc2c(sc3c2c(=N)n(Cc2ccco2)c(=O)n3Cc2ccccc2)CO1 | 2.5 | -12 | -2.2 | -3.1 | -1 | 6 | 1 | -1.1 | 8
CC(CCN1CCC(CN2C(=O)C(=O)NC[C@@H]2Cc2ccccc2)CC1)c1ccccc1 (some centres not stated) | -0.8 | -5 | · | -3.6 | -7 | -5 | -3 | 0.0 | -2
C=CCc1ccc(OCC(O)CN2CCN(c3ccccc3OC)CC2)c(OC)c1 (configuration not stated) | -1.4 | 0 | 0.9 | · | 10 | -9 | -9 | 0.4 | -1
COc1ccc2c(C)cc(SCC(=O)Nc3cccnc3Cl)nc2c1 | · | -13 | 0.0 | -0.8 | 7 | 9 | -2 | -0.4 | 0
CSc1cccc(NS(=O)(=O)c2cccs2)c1 | 1.3 | -8 | -0.7 | 0.3 | -3 | -2 | 5 | 1.0 | -1
C=CCn1c(SCC(=O)C(C)(C)C)nnc1-c1cccs1 | 1.1 | 0 | 2.5 | -4.0 | 1 | -6 | 9 | -0.2 | -2
CCCN(CCC)CCCNC(=O)c1cc2c(=O)[nH]c3ccccc3c2n1C | · | -4 | 0.9 | -3.2 | 3 | -4 | -9 | -0.6 | 9
C[C@@]12CCC3[C@@](CCC4[C@@]3(C)CCC[C@@]4(C)C(=O)O)(CC1=O)C2 (some centres not stated) | -1.0 | 2 | -2.1 | -1.2 | 9 | 0 | 6 | 0.1 | 0

Profiles, quoted from the list.
`Cc1nc2cc3nc(C(F)(F)F)[nH]c3cc2[nH]1` across the screens: BioA inh: ·; BoNT-F LC inh: -5; UGM FP inh: -0.7; FadD28 binding: -3.1; GDH-TPI counter: -4; CCHFV vOTU inh: 1; PrPC surface inh: 5; BoNT A protease: -0.1; Mtb FBA inh: 8
`COc1cccc(NC(=O)CCCn2c(=S)[nH]c3ccccc3c2=O)c1` across the screens: BioA inh: 0.0; BoNT-F LC inh: -5; UGM FP inh: -1.0; FadD28 binding: -3.4; GDH-TPI counter: 2; CCHFV vOTU inh: -6; PrPC surface inh: 2; BoNT A protease: -0.8; Mtb FBA inh: -2

Given with two lines to a compound: part of the list above
Under each structure – BioA inh	BoNT-F LC inh	UGM FP inh	FadD28 binding	GDH-TPI counter	CCHFV vOTU inh	PrPC surface inh	BoNT A protease	Mtb FBA inh
> CC1(C)Cc2c(sc3c2c(=N)n(Cc2ccco2)c(=O)n3Cc2ccccc2)CO1
    2.5	-12	-2.2	-3.1	-1	6	1	-1.1	8
> CC(CCN1CCC(CN2C(=O)C(=O)NC[C@@H]2Cc2ccccc2)CC1)c1ccccc1 (some centres not stated)
    -0.8	-5	·	-3.6	-7	-5	-3	0.0	-2
> C=CCc1ccc(OCC(O)CN2CCN(c3ccccc3OC)CC2)c(OC)c1 (configuration not stated)
    -1.4	0	0.9	·	10	-9	-9	0.4	-1
> COc1ccc2c(C)cc(SCC(=O)Nc3cccnc3Cl)nc2c1
    ·	-13	0.0	-0.8	7	9	-2	-0.4	0
> CSc1cccc(NS(=O)(=O)c2cccs2)c1
    1.3	-8	-0.7	0.3	-3	-2	5	1.0	-1

From PubChem
